Compound activity (PubChem)
PLC-gamma1 inh – inhibitors of human phospholipase C gamma1. P19174. purified PLC-gamma1, fluorogenic substrate, fluorescence. inhibition, % at 12.2 µM. actives 0.84% (n = 370,000). AID 720700; in the data active means inhibition above about 9.5%
ASAP1 inh – ASAP1 ArfGAP inhibition | ASAP1-stimulated ARF1 GTP hydrolysis, GDP FP detection | Q9ULH1 | AID 624377 | inhibition, % at 16.5 µM | actives 0.19% (n = 360,000); in the data active means inhibition above about 25%;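 further: 0% = vehicle with enzyme and substrate and 100% = no enzyme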
Tn7 DDE FP – disrupts Tn7 cyclic peptide binding to fibrin D-Dimer-E complex | P02675 | FP displacement of FITC-Tn7 peptide from fibrin DD(E); 0% = median of compound wells per plate | AID 720508 | actives 0.13% (n = 370,000) | inhibition, % at 8.3 µM;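 active means inhibition above the mean of compounds falling within the control limits plus 3 SD of them, cut at about 14% in these data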;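 further: 0% = plate median of compound wells and 100% = 10 µM Aha-Tn7 peptide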
Target sequence (P02675 whole entry, looked up): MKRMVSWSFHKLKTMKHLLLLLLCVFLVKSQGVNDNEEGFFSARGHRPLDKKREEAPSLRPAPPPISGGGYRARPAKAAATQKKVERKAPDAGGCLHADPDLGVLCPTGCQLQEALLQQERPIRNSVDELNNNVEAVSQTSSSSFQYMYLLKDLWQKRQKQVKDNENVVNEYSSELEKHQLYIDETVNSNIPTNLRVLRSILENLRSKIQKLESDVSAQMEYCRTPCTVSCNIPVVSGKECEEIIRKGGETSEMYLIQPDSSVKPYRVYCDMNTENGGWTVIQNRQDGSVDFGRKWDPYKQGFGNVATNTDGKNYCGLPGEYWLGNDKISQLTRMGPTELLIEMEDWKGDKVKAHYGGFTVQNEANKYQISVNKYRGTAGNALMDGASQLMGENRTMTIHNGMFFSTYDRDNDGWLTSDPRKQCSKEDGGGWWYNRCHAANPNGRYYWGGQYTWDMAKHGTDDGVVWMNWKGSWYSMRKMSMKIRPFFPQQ
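assay system = human clot-derived fibrin DD(E) complex | quantity = Fibrin-DD(E) at 2 µM final | timing = 10 min preincubation, 3 h with tracer, room temperature | signal = fluorescence polarization | measure = percent inhibition | benchmarks = high control wells with 10 µM unlabelled Aha-Tn7 peptide (full inhibition) | replicates = singlicate testing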
PLC-beta3 inh – inhibitors of human phospholipase C beta3 | Purified PLC-beta3, fluorogenic substrate, fluorescence | inhibition, % at 12.2 µM | actives 0.18% (n = 370,000) | AID 720704; in the data active means inhibition above about 11%;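 further: 0% = median of compound wells on plate and 100% = full blocker control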
ARFGAP1 inhibitor – inhibitors of rat ARFGAP1. Arfgap1-stimulated ARF1 GTP hydrolysis, GDP FP detection. Q62848. AID 651572. inhibition, % at 16.5 µM. actives 0.26% (n = 360,000);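 active means inhibition above a per-plate limit, mean inhibition of low control wells plus 3 SD, cut at about 25% in these data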;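 further: 0% = DMSO wells with enzyme and 100% = wells lacking Arfgap1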
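Material – truncated rat Arfgap1 GAP domain · Buffer or medium – HEPES-based buffer, pH 7.5 · Reagent – human ARF1(Δ1-17)-GTP substrate · Dosing – 16.5 µM single point, 1.26% DMSO · Schedule – GTP hydrolysis reaction 2 h at 25 °C · Technique – GDP detection by fluorescence polarization · Benchmarks – No-Arfgap1 wells (100%) versus DMSO full-reaction wells (0%) · Repeats – single replicate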
UHRF1 binding – UHRF1 methyl-DNA binding inhibition; Q96T88; UHRF1 binding to methylated oligo, TR-FRET; inhibition, % at 4.4 µM; actives 0.75% (n = 370,000); in the data active means inhibition above about 21%;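 further: UHRF1 SRA domain binding a hemimethylated CpG hairpin DNA probe; 0% = median of test compound wells and 100% = reference inhibitor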
DDE Tn6 FP inh – inhibitors of Tn6 peptide binding to human fibrin DD(E) | P02675 | Fibrin DD(E) TRITC-Tn6 fluorescence polarization displacement | inhibition, % at 8.3 µM | actives 0.21% (n = 370,000) | AID 720509;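 active means inhibition above a per-campaign cutoff: mean of compounds within control limits plus 3 SD, cut at about 15% in these data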;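 further: 0% = median of all compound wells on the plate and 100% = blocking peptide control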
Rev-erbA mod – Rev-erb alpha (human) modulation; P20393; Rev-erbα–FITC-DNA binding, fluorescence polarization, 90 min; activity, % at 10 µM; actives 0.79% (n = 370,000);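 active means activity above about 14%, limit read from the data; passing the limit was not always enough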;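 further: 0% = DMSO wells with 35 nM protein and 100% = DMSO wells with 750 nM protein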
Target sequence (P20393 whole entry, looked up): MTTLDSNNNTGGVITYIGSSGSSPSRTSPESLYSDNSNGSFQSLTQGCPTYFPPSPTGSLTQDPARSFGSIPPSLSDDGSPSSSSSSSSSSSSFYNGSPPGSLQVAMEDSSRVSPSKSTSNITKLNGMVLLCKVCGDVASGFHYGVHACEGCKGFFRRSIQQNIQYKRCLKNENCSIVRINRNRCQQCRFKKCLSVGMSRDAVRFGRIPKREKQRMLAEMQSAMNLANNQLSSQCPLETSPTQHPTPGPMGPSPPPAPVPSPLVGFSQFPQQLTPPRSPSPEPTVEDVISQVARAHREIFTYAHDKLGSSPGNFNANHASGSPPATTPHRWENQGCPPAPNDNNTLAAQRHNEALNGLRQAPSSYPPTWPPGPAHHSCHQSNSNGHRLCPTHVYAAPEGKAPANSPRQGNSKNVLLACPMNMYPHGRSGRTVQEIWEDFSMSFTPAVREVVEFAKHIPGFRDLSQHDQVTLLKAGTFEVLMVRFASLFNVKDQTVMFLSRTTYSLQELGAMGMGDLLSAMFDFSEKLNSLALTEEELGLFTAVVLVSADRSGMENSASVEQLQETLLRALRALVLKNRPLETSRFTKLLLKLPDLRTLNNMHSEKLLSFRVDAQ
KLK7 zymogen act – activates the human kallikrein-7 zymogen; P49862; purified proKLK7, EDANS-DABCYL substrate fluorescence; 100% is mature enzyme control, 0% vehicle; activation, % at 7 µM; actives 0.9% (n = 370,000); AID 652039;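 active means activation above the mean of all tested compounds plus 3 SD, computed per campaign excluding outliers beyond control limits, cut at about 13% in these data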
sPLA2-III inh – Inhibits HGIII-sPLA2 liposome hydrolysis, primary screen | Q9NZ20 | QFRET BODIPY PC-A2 liposome hydrolysis, fluorescence | inhibition, % at 12.2 µM | actives 0.56% (n = 370,000);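 active means inhibition above mean plus 3 SD of compounds lying within the high and low control bounds, cut at about 19% in these data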;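 further: 0% = median of test compound wells and 100% = no enzyme DMSO wells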
* marks the source's active call; other numbers are inactive results; i = inactive; . = not tested or not shown.

SMILES | PLC-gamma1 inh | ASAP1 inh | Tn7 DDE FP | PLC-beta3 inh | ARFGAP1 inhibitor | UHRF1 binding | DDE Tn6 FP inh | Rev-erbA mod | KLK7 zymogen act | sPLA2-III inh
O=C(NCCc1ccccc1Cl)c1ccc2nc3ccccc3c(=O)n2c1 | -96 | 9 | 1 | -135 | 3 | 0 | -4 | 5 | -3.2 | 2
COC(CNC(=O)c1ccc2c(c1)nc(C)n2-c1ccc(F)c(F)c1)OC | 4 | -14 | 3 | -1 | -10 | 2 | 3 | 0 | -0.5 | 9
O=C(O)CN1C(=O)/C(=C\c2ccccc2OCc2ccc(F)cc2)SC1=S | 0 | -4 | 0 | -15 | 1 | 1 | -17 | -6 | -0.4 | -33
Cc1cc(NC(=O)c2ccc(NC(=O)C3CCCO3)cc2)ccc1Br (configuration not stated) | 2 | -4 | 0 | -11 | -7 | -4 | 3 | 1 | 0.3 | -1
CCCOc1ccc(C2c3c(oc4cc(C)c(C)cc4c3=O)C(=O)N2CCCN(C)C)cc1 (configuration not stated) | -175 | 3 | -2 | -233 | -2 | -2 | -9 | 0 | 0.4 | -19
COc1ccc(C#Cc2ccc(C3=CC(=O)CC(C)(C)C3=O)cc2)cc1 | -10 | 4 | 9 | -16 | 1 | 1 | 4 | 153* | -0.1 | 1
CCCCCCCCCCCC(=O)NC(C(=O)OCC)C(O)c1cccc([N+](=O)[O-])c1 (configuration not stated) | 1 | 4 | 1 | 3 | -3 | -3 | -6 | -4 | 0.1 | 2
COc1ccc(C(=O)N/N=C/c2sc(=O)n(Cc3cccc(C(=O)O)c3)c2Cl)cc1 | -2 | 8 | -2 | -11 | 4 | -1 | 4 | -3 | 0.0 | 10
COc1ccnc(CSC(N)=Nc2ccccc2C(F)(F)F)c1 | -1 | 0 | 2 | -1 | 1 | 6 | -6 | -6 | -0.4 | 1
COc1ccccc1C(=O)N(Cc1ccc(C)o1)C1CCS(=O)(=O)C1 (configuration not stated) | 3 | -7 | 6 | -2 | 4 | -4 | 0 | 5 | 0.4 | -2
Cc1nn(-c2ccc(F)cc2)c(Cl)c1/C=N/NC(=O)c1ccc(O)cc1 | 0 | 12 | -5 | 1 | 14 | -1 | -3 | 2 | -0.2 | -7
COc1ccc2c(c1)CCc1cc(C(=O)O)sc1-2 | i | 4 | -4 | i | 6 | -5 | -2 | -1 | 56* | -8
Cc1cccc(N/C(N)=N/c2nc(C)c(Cc3ccccc3)c(=O)[nH]2)c1 | 2 | 3 | -5 | 6 | 21 | 3 | 5 | 10 | -0.5 | 3
Nc1nc(Cl)cc(N2CCC(c3cc(-c4ccc(Cl)cc4Cl)n[nH]3)CC2)n1 | 6 | 13 | -12 | 3 | 12 | 1 | -3 | 6 | 0.5 | -34
COC(=O)[C@]12C[C@H](CC(=O)NCCCCc3ccccc3)C(=O)N(Cc3ccco3)C1=C[C@H](C(C)C)O[C@@H]2C1CC1 | -1 | . | 4 | 1 | . | -1 | 8 | -3 | 0.7 | -13
Cc1ccc(N/C(N)=N/c2nc(C)cc(N3CCCCC3)n2)c(C)c1 | 4 | 8 | -4 | 4 | 6 | -1 | -2 | 2 | 0.5 | 2
O=C(O)C(c1ccccc1)N1C(=O)/C(=C\c2ccc(-c3ccc(Br)cc3)o2)SC1=S (configuration not stated) | -7 | -10 | -3 | -11 | -15 | 1 | -12 | 6 | 0.1 | -12
Cc1onc(-c2ccccc2)c1C(=O)N/N=C/c1cn(C)c2ccccc12 | 7 | 24 | -7 | -1 | -4 | 1 | -9 | 0 | 0.6 | -6
CCCC(=O)Nc1ccc(Cl)c(NC(=O)CC)c1 | -2 | -4 | -6 | -1 | -4 | 1 | 1 | 3 | 0.7 | 2
CCCCCN1C(=O)Cn2c(nc3ccccc3c2=O)C1C (configuration not stated) | 0 | -3 | -2 | -3 | 0 | -2 | -3 | -2 | -1.2 | -1
CCCCn1c(N)c(N(CC(C)C)C(=O)CSc2nnc(-c3ccc(Cl)cc3)o2)c(=O)[nH]c1=O | -2 | 10 | 1 | -2 | 18 | 0 | 2 | 1 | -0.3 | -10
Cc1cc(Br)c2c(c1)=C(c1sc(N3CCCCCC3)nc1O)C(=O)N=2 | -1 | 8 | 4 | 2 | -6 | -1 | 7 | -30 | 0.9 | 2
CCOC(=O)c1c(C)[nH]c(C(=O)Cn2nnc(-c3ccccc3Cl)n2)c1C | -4 | -10 | 0 | -1 | 8 | 3 | 1 | 9 | 0.5 | -26
C/C(=N\NC(N)=O)c1ccc(Cl)cc1 | 3 | -3 | -5 | 0 | -4 | 1 | -7 | -2 | -0.3 | 4
Cc1ccccc1C(=O)Nc1nnc(-c2cccnc2)o1 | 1 | 7 | -1 | -4 | 9 | -1 | -5 | -1 | -0.1 | 1

Part of the list above in order of count of non-hydrogen atoms, largest number first.
SMILES | PLC-gamma1 inh | ASAP1 inh | Tn7 DDE FP | PLC-beta3 inh | ARFGAP1 inhibitor | UHRF1 binding | DDE Tn6 FP inh | Rev-erbA mod | KLK7 zymogen act | sPLA2-III inh
O=C(NCCc1ccccc1Cl)c1ccc2nc3ccccc3c(=O)n2c1 | -96 | 9 | 1 | -135 | 3 | 0 | -4 | 5 | -3.2 | 2
Cc1nn(-c2ccc(F)cc2)c(Cl)c1/C=N/NC(=O)c1ccc(O)cc1 | 0 | 12 | -5 | 1 | 14 | -1 | -3 | 2 | -0.2 | -7
CCCCCN1C(=O)Cn2c(nc3ccccc3c2=O)C1C (configuration not stated) | 0 | -3 | -2 | -3 | 0 | -2 | -3 | -2 | -1.2 | -1

Going on with the list:
SMILES | PLC-gamma1 inh | ASAP1 inh | Tn7 DDE FP | PLC-beta3 inh | ARFGAP1 inhibitor | UHRF1 binding | DDE Tn6 FP inh | Rev-erbA mod | KLK7 zymogen act | sPLA2-III inh
Oc1ccc(N2CCN(c3ncnc4sc(-c5ccccc5)cc34)CC2)cc1 | -17 | -4 | -7 | -36 | 0 | -2 | -11 | -5 | 0.1 | -4
Cc1ccnc(SC2CC(=O)N(c3ccc(C(C)C)cc3)C2=O)n1 (configuration not stated) | -2 | 7 | 8 | -3 | -4 | 0 | 2 | 1 | -0.1 | -6
O=C(N/N=C\C=C\c1ccc2c(c1)OCO2)C1COc2ccccc2O1 (configuration not stated) | -36 | 23 | -1 | -40 | 10 | 0 | -2 | 3 | -1.0 | -2
CCn1c2ccccc2c2cc(NC(C)=O)ccc21 | 1 | 1 | -1 | 3 | 6 | 1 | 4 | 0 | 1.1 | 6
O=S(=O)(Nc1ccc(Oc2ncccn2)c(Cl)c1)c1ccc(F)cc1 | 9.7* | -1 | 1 | 2 | -5 | 0 | -4 | -4 | 0.7 | -6
O=C(COC(=O)CCc1c[nH]c(=O)[nH]1)Nc1ccccc1 | -4 | -1 | -6 | -7 | 4 | 2 | -4 | -5 | 0.3 | 1
CCOC(=O)C1[C@H]2C(=O)N(C(C)c3ccc(OC)cc3)C[C@]23C=C[C@H]1O3 (some centres not stated) | -1 | 2 | 4 | 0 | 7 | 2 | 2 | -4 | 0.0 | -1
Cn1cc(Cl)c(C(=O)NC2CCCCCC2)n1 | 1 | -11 | 4 | -1 | 0 | 2 | 6 | -6 | 0.1 | 4
O=C(O)CNC(=S)NCc1ccccc1 | 2 | -6 | 1 | -6 | 7 | -1 | 10 | 1 | -0.2 | -27
CCC1=C(OC(=O)N(CC)CC)N2C(=O)OC(=NCCc3c[nH]c4ccccc34)[C@]2(C)[C@H]2C1=CC[C@H]1C(=O)N(CC(=O)OC)C(=O)[C@H]12 | -1 | 14 | 8 | 1 | -5 | 0 | 1 | -2 | 0.1 | -53
CC1CN(C(=O)c2cc3c(=O)n4ccccc4nc3n2C)CC(C)O1 (configuration not stated) | i | -5 | -1 | i | 0 | 27* | 5 | 6 | 79* | -2
C=CC[C@@H](CC(=O)OC(C)(C)C)C(=O)OC[C@H]1CCCN1C(=O)[C@@H](CC=C)CC(=O)N[C@H](CO)Cc1ccccc1 | 3 | 0 | -3 | 6 | 8 | -2 | 2 | 4 | 0.0 | -5
O=C(CSc1nccn(-c2ccc(Br)cc2)c1=O)NCc1ccccc1 | -77 | 2 | -3 | -88 | 5 | -1 | -6 | 5 | 0.3 | -7
C=CCn1c2ccccc2c(=O)c2cc(C#CC3(O)CCCCC3)ccc21 | -59 | 8 | -2 | -83 | 8 | 13 | 1 | -5 | -7.8 | -2
CCN(CC)C(=O)CC[C@H]1CC[C@]2(CCCN(Cc3cccnc3)C2)O1 | -3 | . | 5 | -2 | . | -2 | 3 | 1 | -0.3 | 5
CCN(CC(=O)Nc1ccc(OC(F)F)cc1)C1CCCCC1 | 0 | -3 | 1 | -32 | 9 | 0 | 5 | 2 | -0.2 | -14
CCCNC(=O)c1ccccc1NC(=O)C1COc2ccccc2O1 (configuration not stated) | 2 | 6 | -3 | 1 | 1 | 5 | 4 | 1 | 0.2 | 0
O=C(C[n+]1cccc(C(=O)Nc2ccccc2)c1)c1ccc(Cl)cc1 | -8 | 25* | -4 | -13 | 3 | 0 | 8 | 6 | 0.1 | -3
CN(C)CCCNC(=O)c1cc(Br)ccc1O | -11 | 5 | -5 | -23 | 11 | 0 | -3 | -1 | -0.1 | -2
COCCCNc1ccn2nc(-c3cccc(Cl)c3)cc2n1 | -100 | 1 | 4 | -116 | 14 | -2 | 2 | -1 | 0.2 | -14
O=C(c1cc2c(s1)-c1ccccc1OC2)N1CCN(c2ccccc2)CC1 | -89 | -1 | -10 | -128 | 17 | 0 | -7 | -6 | -5.2 | -7
Cn1cc(Cc2ccc(C(=O)N3CCN(Cc4ccccc4)CC3)cn2)c2ccccc21 | -8 | 5 | -8 | -8 | 0 | -2 | 2 | -10 | 6.5 | -48
COc1ccc(OC)c(-c2cc(C3CCN(C(=O)OC(C)(C)C)CC3)[nH]n2)c1 | -1 | 5 | 5 | -3 | 18 | 3 | -2 | 0 | 0.7 | -24
CC(=O)c1ccc(NC(=O)c2c(C)nn(-c3ccccc3)c2Cl)cc1 | 5 | -3 | -4 | 2 | 6 | 1 | 2 | 1 | -0.5 | 5
O=C(NCc1ccccc1)c1ccc(OCC2CCCO2)cc1 (configuration not stated) | 6 | 8 | -5 | 4 | 5 | 3 | 0 | 9 | -0.1 | 0
CCN(CC)S(=O)(=O)c1cccc(NC(=O)COC(=O)c2ccc(Br)o2)c1 | -2 | -8 | -4 | -3 | -7 | 2 | 4 | -1 | -0.2 | -24
CC1CCc2c(sc(NC(=O)CCCn3cnc([N+](=O)[O-])n3)c2C(N)=O)C1 (configuration not stated) | 1 | -2 | -2 | -2 | 12 | -1 | 8 | 5 | -0.4 | -8
CC(=O)c1cc(C)c(OCc2cn(CC(=O)c3ccc(O)cc3)nn2)c(C)c1 | -2 | 12 | -4 | -1 | -3 | 21* | 2 | -3 | -0.3 | -37
CCOC(=O)N/N=C(C)/C=C/c1ccccc1 | 0 | 17 | 2 | 0 | 11 | 7 | 3 | 8 | -0.8 | 7
O=C(Cc1ccccc1[N+](=O)[O-])NCc1ccc(Cl)cc1Cl | 2 | 6 | 4 | 0 | 5 | -2 | 1 | 0 | -0.4 | 5
